# Screens as filed in PubChem.
# M4 ag = human M4 muscarinic receptor agonists, primary screen, CHO-K1 cells, Fluo-8 calcium fluorescence. 360,000 compounds, 0.14% hits. AID 624127, 2012. Muscarinic acetylcholine receptor M4 (Homo sapiens), P08173. CHO-K1 hM4/Gqi5; vehicle 0%, full acetylcholine response 100%. activation, % at 3 µM;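 active = activation above the run mean over all test wells plus 3 SD, cut at about 32% in these data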;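 note: peak over basal fluorescence ratio per well then scaled between controls; 0% = DMSO wells and 100% = acetylcholine at EC100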
# Target sequence (P08173 whole entry, looked up): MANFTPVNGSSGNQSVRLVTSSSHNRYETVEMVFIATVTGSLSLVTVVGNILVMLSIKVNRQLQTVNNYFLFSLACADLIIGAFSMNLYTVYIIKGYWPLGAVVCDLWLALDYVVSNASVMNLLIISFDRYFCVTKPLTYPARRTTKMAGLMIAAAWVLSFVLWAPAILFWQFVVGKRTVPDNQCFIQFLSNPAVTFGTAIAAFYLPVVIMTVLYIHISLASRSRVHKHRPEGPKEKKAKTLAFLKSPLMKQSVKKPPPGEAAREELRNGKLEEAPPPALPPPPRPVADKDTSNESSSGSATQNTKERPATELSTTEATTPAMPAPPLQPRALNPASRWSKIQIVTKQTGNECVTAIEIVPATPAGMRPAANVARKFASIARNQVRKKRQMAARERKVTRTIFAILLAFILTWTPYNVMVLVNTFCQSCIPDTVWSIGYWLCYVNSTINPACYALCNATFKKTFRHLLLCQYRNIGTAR
# M4 PAM = human M4 muscarinic receptor positive allosteric modulators, primary screen, CHO-K1 cells, Fluo-8 calcium fluorescence. Muscarinic acetylcholine receptor M4 (Homo sapiens), P08173. CHO-K1 hM4/Gqi5, ACh EC20; 0% = ACh EC20, 100% = maximal ACh. activation, % at 3 µM. 360,000 compounds, 0.4% hits;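 active = activation above its plate's cutoff, the mean activation of sample wells plus 3 SD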; note: some results filed as inactive read as strong as hits
# M4 antag = human M4 muscarinic receptor antagonists, primary screen, CHO cells, Fluo-8 calcium fluorescence; CHO-hM4 cells, ACh EC80; inhibition, % at 3 µM; Muscarinic acetylcholine receptor M4 (Homo sapiens), P08173; 360,000 compounds, 0.73% hits;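 active = inhibition above its plate's cutoff, the mean inhibition of sample wells plus 3 SD, cut at about 27% in these data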;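 note: 0% = acetylcholine EC80 with DMSO and 100% = DMSO without agonist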
# CHO-K1 Ca antag = counter-screen for M1 antagonists: effect in parental CHO-K1 cells. ATP-induced calcium, Fluo-8 fluorescence. inhibition, % at 3 µM. 360,000 compounds, 0.6% hits. AID 602250;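 active = inhibition above a per-plate cutoff, the plate's mean sample inhibition plus 3 SD, cut at about 24% in these data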;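 note: 0% = DMSO plus EC80 ATP and 100% = DMSO alone without ATP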
# CHO-K1 Ca PAM = nonselective calcium activators in parental CHO-K1 cells, primary screen, counter-screen for M1 PAM project, cell-based, Fluo-8 calcium fluorescence, full deck, 1536-well; ATP EC20; 0% at ATP EC20, 100% at ATP max; activation, % at 3 µM; 360,000 compounds, 0.02% hits; AID 602247, 2012;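 active = activation above the run cutoff, the mean activation of all test compounds plus 3 SD, cut at about 40% in these data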;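 note: peak over basal fluorescence ratio in a 140 s read after ATP addition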
# CHRM5 antagonist = human M5 muscarinic receptor antagonists, primary screen, CHO cells, Fluo-8 calcium fluorescence; AID 624040, 2012; Muscarinic acetylcholine receptor M5 (Homo sapiens), P08912; inhibition, % at 3 µM; 360,000 compounds, 0.59% hits; CHO-hM5 cells, ACh EC80;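 active = inhibition above a per-plate cutoff, the mean of that plate's test compounds plus 3 SD, cut at about 27% in these data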;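 note: 0% = acetylcholine EC80 with DMSO and 100% = DMSO without agonist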
# Target sequence (P08912 whole entry, looked up): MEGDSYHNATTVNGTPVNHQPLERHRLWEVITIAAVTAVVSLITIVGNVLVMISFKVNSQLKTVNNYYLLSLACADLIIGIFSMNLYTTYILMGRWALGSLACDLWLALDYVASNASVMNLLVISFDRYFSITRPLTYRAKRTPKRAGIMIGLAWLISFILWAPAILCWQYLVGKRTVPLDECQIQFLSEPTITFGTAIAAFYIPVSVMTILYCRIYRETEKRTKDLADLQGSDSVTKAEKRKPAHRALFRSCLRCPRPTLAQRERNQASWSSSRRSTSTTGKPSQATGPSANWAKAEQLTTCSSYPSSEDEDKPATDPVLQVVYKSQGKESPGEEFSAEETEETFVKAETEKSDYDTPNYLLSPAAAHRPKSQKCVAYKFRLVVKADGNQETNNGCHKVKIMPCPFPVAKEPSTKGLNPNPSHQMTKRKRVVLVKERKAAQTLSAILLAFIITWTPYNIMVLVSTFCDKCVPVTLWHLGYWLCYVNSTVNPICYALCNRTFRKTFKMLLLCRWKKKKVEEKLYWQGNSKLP
# M5 ag = human M5 muscarinic receptor agonists, primary screen, CHO-K1 cells, Fluo-8 calcium fluorescence | CHO-K1 hM5 cells; 0% DMSO wells, 100% maximal acetylcholine response | 360,000 compounds, 0.19% hits | activation, % at 3 µM;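 active = activation above the run's mean over test compounds plus 3 SD, cut at about 23% in these data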;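 note: signal is peak over basal fluorescence ratio across the kinetic read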
# CHO-K1 Ca ag = counter-screen for M1 agonists: effect in parental CHO-K1 cells | Fluo-8 calcium fluorescence; scaled to maximal ATP response, vehicle zero | activation, % at 3 µM | 360,000 compounds, 0.48% hits; in the data active = activation above about 15%;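 note: untransfected CHO-K1 host cells lacking M1 receptor as counterscreen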
# CHRM5 PAM = human M5 muscarinic receptor positive allosteric modulators, primary screen, CHO-K1 cells, Fluo-8 calcium fluorescence; CHO-K1 hM5, ACh EC20 PAM; 0% = ACh EC20, 100% = ACh EC100; activation, % at 3 µM; 360,000 compounds, 0.3% hits; AID 624038, 2012;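 active = activation above the run cutoff, the mean activation of all test compounds plus 3 SD, cut at about 18% in these data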
#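 System: CHO-K1 cell line with stable human muscarinic M5 receptor expression | Also added: EC20 acetylcholine as agonist stimulus | Compound: One concentration, 3 µM final (nominal) | Timing: Fluo-8 loading 80 min at 37 °C plus 30 min room temperature | Measured by: Fluo-8 calcium dye fluorescence, kinetic read | Read-out basis: % activation, ACh-normalized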
# An asterisk follows results filed as active.
# Values run as follows: M4 ag	M4 PAM	M4 antag	CHO-K1 Ca antag	CHO-K1 Ca PAM	CHRM5 antagonist	M5 ag	CHO-K1 Ca ag	CHRM5 PAM
- COc1ccc(C(CCN2CCOCC2)c2c(OC)cc(OC)c3c(C)cc(=O)oc23)cc1 (configuration not stated)
→ 4	6	-7	-16	19	1	4	1.6	7
- Cc1ccc(S(=O)(=O)N2CCCCC2)cc1NCC(=O)Nc1ccc(Br)cc1F
→ 16	-7	-7	6	-1	17	3	8.9	-13
- COc1ccc(/C=C/C(=O)Nc2cccc(N3CCOCC3)c2)cc1OC
→ 12	-15	-2	-7	20	5	1	3.5	-8
- CC(Oc1ccc(Cl)cc1)C(=O)/C=C/N(C)C (configuration not stated)
→ 2	6	-8	-10	17	-3	0	0.5	2
- C=C(C)Cn1c(CCNC(=O)CC)nc2ccccc21
→ 0	-1	-5	17	-5	-4	-2	-0.2	-4
- O=C1NN(c2ccccc2)C(=O)C1=Cc1ccccc1
→ 0	1	-4	4	7	24	0	-0.1	-3
- O=C(NCc1ccccc1Cl)c1nnc(CS(=O)(=O)c2ccccc2)o1
→ 1	-4	4	17	-2	3	0	0.1	-4
- CS(=O)(=O)N1CC2CCCN2c2cc(C(F)(F)F)ccc21 (configuration not stated)
→ 1	9	-2	-7	22	-5	-3	0.7	3
- COc1ccc(C(=O)N(CCCO)Cc2cc3c(C)ccc(C)c3[nH]c2=O)cc1OC
→ 0	6	11	-14	20	3	1	0.7	-5
- CC1=C[C@H]2OC(=O)[C@@H](C)[C@H]2C[C@@H]2[C@H]1C[C@@H](O)[C@@]2(C)O
→ -1	7	-6	-14	15	7	0	0.5	4
- COCCN(C(=S)Nc1cc(C)cc(C)c1)C(C)c1cccs1 (configuration not stated)
→ 0	-4	-9	12	-20	3	-3	0.1	7
- CCCc1c(C(=O)N/N=C(/C)c2ccncc2)nnn1-c1nonc1N
→ 0	0	4	-7	6	4	0	0.6	2
- CC(C)(C)NC(=O)CON=C1c2ccccc2-c2ccccc21
→ 2	-9	-4	-10	17	7	-4	2.2	-9
- Nc1c(Cl)cc(-c2csc(N3CCCC3c3nc4cc(Cl)c(Cl)cc4n3CCCO)n2)cc1Cl (configuration not stated)
→ 1	0	-11	-16	2	7	-5	0.4	7
- Cc1ncoc1C(=O)N1CCc2c([nH]c3ccccc23)C1C1CCCCC1 (configuration not stated)
→ 2	-2	0	2	14	-18	0	0.9	3
- COc1ccc(S(=O)(=O)N(C)CC(=O)N2CCC(C(N)=O)CC2)cc1Cl
→ 0	0	-7	-5	5	0	-2	0.2	-5
- COc1ccc(CNC(=O)CSc2nnnn2-c2ccccc2)cc1
→ 0	-2	0	-15	7	0	0	0.4	0
- CCOc1cccc(CN2CCC(n3nccc3NC(=O)C3CCCC3)CC2)c1
→ 3	2	-22	-7	4	7	-7	0.5	2
- CC(=O)C1=C(C)Nc2ncnn2C1c1ccccc1 (configuration not stated)
→ -1	1	8	-2	19	6	-4	1.0	1
- Cc1cc(C(=O)CSc2nnc(-c3cccs3)n2Cc2ccccc2)c(C)n1C
→ 2	-8	6	1	1	1	-10	0.7	-17
- O=C(NCc1cccnc1)Nc1ccc(Br)cc1Cl
→ 1	4	5	3	1	1	-4	7.3	-1
- COc1ccc(Cl)cc1NC(=O)CN(C)C(=O)CNC(=O)C12CC3CC(CC(C3)C1)C2
→ 3	-6	-9	-9	1	15	-3	0.3	-10
- CC(OC(=O)c1nc(Cl)ccc1Cl)C(=O)c1ccccc1 (configuration not stated)
→ -1	-1	1	0	8	-7	-1	-0.3	1
- Cc1sc(NC(=O)/C=C/C(=O)O)c(C(N)=O)c1-c1ccc(C(C)(C)C)cc1
→ 0	4	-7	-9	14	4	1	0.2	1
- CCn1c(SCC(=O)N2c3ccccc3Sc3ccccc32)nc2c1c(=O)n(C)c(=O)n2C
→ 0	13	-15	-4	-11	0	4	0.3	-4
- c1ccc2nc(N3CCOCC3)cnc2c1
→ 0	-5	-3	-7	5	-3	0	0.1	-1
- CC1CCCN(c2ncnc3c2cnn3-c2ccc(Cl)cc2)C1 (configuration not stated)
→ 0	4	-9	-5	1	-6	1	0.6	-2
- CCOC(=O)c1c(-c2ccccc2)nc2c(C)cccn12
→ -1	6	3	-1	16	-4	-1	0.2	0
- CC1CCN(C(=S)c2ccc(O)cc2)CC1
→ 0	5	4	-8	14	-7	0	0.2	6
- Cc1ccc(S(=O)(=O)CC(CN2CCCCC2)N2CCCCC2)cc1 (configuration not stated)
→ 1	5	-1	-1	5	1	-7	1.5	-1
- N#Cc1ccc(-c2ccc(OCC(O)CN3CCCCC3)cc2)cc1 (configuration not stated)
→ 5	0	-12	-4	3	0	-5	5.6	-1
- Cc1ccc(NC(=O)CNC(=O)c2cccc(Cl)c2)nc1
→ 1	4	0	1	-14	12	-2	0.7	-1
- O=C(NCc1cccc(Br)c1)C1CC2Cn3c(nc4ccccc43)C2N1Cc1ccccc1 (configuration not stated)
→ 14	-5	-1	-13	8	4	3	2.8	-9
- COc1cccc(CC(=O)OCC(=O)NC(C)c2ccc(F)cc2)c1 (configuration not stated)
→ -1	14	-9	-7	-4	6	0	1.5	-5
- CN(C)c1ccc(Cl)c(NC(N)=S)c1
→ 0	4	-10	-15	18	-7	1	0.4	2
- Cn1c(-c2sc3cc(C(F)(F)F)cnc3c2-c2ccccn2)n[nH]c1=S
→ 2	10	-8	-2	3	5	-3	-0.4	-1
- O=C(NCc1cccnc1)c1cccc(S(=O)(=O)N2CCCC2)c1
→ 0	-1	5	-3	4	15	-3	1.6	-3
- O=C(NCCCN1CCCC1=O)c1cccc(NS(=O)(=O)c2ccccc2)c1
→ 0	3	2	-19	19	0	-1	2.7	1
- CSc1ccc(CN2CCC(n3nccc3NC(=O)CCCc3ccccc3)CC2)cc1
→ 8	-6	-5	13	-20	0	-3	6.7	-1
- Cc1sc2ncnc(N3CCC(C(=O)NNC(=O)COc4cccc(C(F)(F)F)c4)CC3)c2c1C
→ 23	-7	-1	-12	11	12	3	5.4	-24
- Cc1c(C(=O)OCC(=O)Nc2ccc(C(N)=O)cc2)cccc1[N+](=O)[O-]
→ 8	1	10	2	7	7	3	3.3	-9
- Clc1cccc(-c2nnc3n2CCCCC3)c1
→ 0	-2	6	-9	2	22	-6	0.1	-4
- COc1cc2cc(CN(CCO)S(=O)(=O)c3ccccc3Cl)c(=O)[nH]c2cc1OC
→ 1	9	-14	-6	-9	-12	1	0.2	3
- S=C(NCCc1ccccc1)N/N=C/c1ccc(Cl)cc1
→ -1	-14	-1	-5	12	1	-3	0.3	2
- O=C(Nc1cccc(NC(=O)c2ccc(-c3ccc(Br)cc3)o2)c1)c1ccco1
→ 12	-22	32*	13	4	31*	-1	3.1	-19
- C[C@H]1CN([C@@H](C)CO)S(=O)(=O)c2ccc(Br)cc2O[C@H]1CN(C)C(=O)c1cnccn1
→ 0	-5	0	2	7	4	2	0.1	-4
- O=[N+]([O-])c1ccc(N=Cc2ccc(Br)c([N+](=O)[O-])c2)cc1
→ 0	3	13	-9	28	2	-1	1.0	3
- CCC(C)NC(=O)CCCc1ccccc1 (configuration not stated)
→ 0	-1	-2	-1	3	1	-1	-0.1	2
- O=c1c2sccc2nc(SCc2cc(=O)n3cc(Cl)ccc3n2)n1Cc1ccccn1
→ 1	2	2	-8	10	10	3	-0.1	2
- CCc1nc2sc3ccccc3c(=O)c2c(=O)n1Cc1ccc(OC)cc1
→ 1	2	0	-6	25	3	-1	0.6	1
- O=C(O)c1cc(N2N=C(C(F)(F)F)/C(=C/C=C/c3ccco3)C2=O)ccc1Cl
→ 11	-7	19	23	-11	25	3	4.3	-15
- CC(=O)Nc1nonc1NC(=O)CSc1ccccn1
→ 2	7	-8	-15	17	2	-1	1.0	3
- O=C(OCC#CCSc1nnc(-c2ccccc2)o1)c1cccs1
→ 0	-2	2	1	-2	3	-6	0.8	-3
- CCC(CO)N=CC1=C(O)C(C(=O)c2ccccc2)CCC1=O (configuration not stated)
→ 1	8	-8	-1	9	-3	-3	0.4	-2
- COc1ccc(N(CC(=O)NCCC2=CCCCC2)S(=O)(=O)c2ccccc2F)cc1
→ 0	5	-3	-11	0	1	-7	-1.0	-3
- CCCCC[C@H]1CN(CCCC)C(=O)[C@@H]1CC(=O)NCc1ccc(OC)cc1
→ 2	6	2	-12	7	-3	-1	0.1	1
- COc1cc(OC)c(S(=O)(=O)Nc2ccc(C(=O)N3CCCC3)cc2)cc1NC(C)=O
→ 1	1	2	-14	14	10	2	0.7	4

# Structures from the list above that have a CF3 group, in the order listed:
# Values run as follows: M4 ag	M4 PAM	M4 antag	CHO-K1 Ca antag	CHO-K1 Ca PAM	CHRM5 antagonist	M5 ag	CHO-K1 Ca ag	CHRM5 PAM
- CS(=O)(=O)N1CC2CCCN2c2cc(C(F)(F)F)ccc21 (configuration not stated)
→ 1	9	-2	-7	22	-5	-3	0.7	3
- Cn1c(-c2sc3cc(C(F)(F)F)cnc3c2-c2ccccn2)n[nH]c1=S
→ 2	10	-8	-2	3	5	-3	-0.4	-1
- Cc1sc2ncnc(N3CCC(C(=O)NNC(=O)COc4cccc(C(F)(F)F)c4)CC3)c2c1C
→ 23	-7	-1	-12	11	12	3	5.4	-24
- O=C(O)c1cc(N2N=C(C(F)(F)F)/C(=C/C=C/c3ccco3)C2=O)ccc1Cl
→ 11	-7	19	23	-11	25	3	4.3	-15

# Some of these compounds in order of their number in M5 ag, descending.
smiles,M4 ag,M4 PAM,M4 antag,CHRM5 antagonist,M5 ag
O=C(O)c1cc(N2N=C(C(F)(F)F)/C(=C/C=C/c3ccco3)C2=O)ccc1Cl,11,-7,19,25,3
CCc1nc2sc3ccccc3c(=O)c2c(=O)n1Cc1ccc(OC)cc1,1,2,0,3,-1
CCC(CO)N=CC1=C(O)C(C(=O)c2ccccc2)CCC1=O (configuration not stated),1,8,-8,-3,-3

# 4 entries picked at random from those above:
# Values run as follows: M4 ag	M4 PAM	M4 antag	CHO-K1 Ca antag	CHO-K1 Ca PAM	CHRM5 antagonist	M5 ag	CHO-K1 Ca ag	CHRM5 PAM
- CC(=O)Nc1nonc1NC(=O)CSc1ccccn1
→ 2	7	-8	-15	17	2	-1	1.0	3
- CCCCC[C@H]1CN(CCCC)C(=O)[C@@H]1CC(=O)NCc1ccc(OC)cc1
→ 2	6	2	-12	7	-3	-1	0.1	1
- COc1cc(OC)c(S(=O)(=O)Nc2ccc(C(=O)N3CCCC3)cc2)cc1NC(C)=O
→ 1	1	2	-14	14	10	2	0.7	4
- COc1ccc(N(CC(=O)NCCC2=CCCCC2)S(=O)(=O)c2ccccc2F)cc1
→ 0	5	-3	-11	0	1	-7	-1.0	-3
